Assay outcomes deposited in PubChem BioAssay by several laboratories.
LEDGF integ inh = blocks HIV-1 LEDGF/p75-dependent DNA integration; TR-FRET IN-LEDGF/p75 DNA integration, Eu/Cy5; inhibition, % at 3.7 µM; 370,000 compounds, 0.64% hits;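 active means inhibition above the screen-wide mean plus 3 SD, cut at about 13% in these data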;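 further: signal is the Cy5 over europium emission ratio at 671 and 618 nm; 0% = plate median of compound wells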
mABHD4 FP = inhibits mouse alpha/beta hydrolase domain 4; Q8VD66; purified mABHD4, FP-Rh probe fluorescence polarization; inhibition, % at 8.92 µM; 370,000 compounds, 0.54% hits; AID 720543;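 active means inhibition exceeding the mean over every tested compound plus 3 SD, cut at about 30% in these data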;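 further: 0% = plate median of compound wells and 100% = S159A mutant with DMSO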
Target sequence (Q8VD66 whole entry, looked up, the tested form may be a part): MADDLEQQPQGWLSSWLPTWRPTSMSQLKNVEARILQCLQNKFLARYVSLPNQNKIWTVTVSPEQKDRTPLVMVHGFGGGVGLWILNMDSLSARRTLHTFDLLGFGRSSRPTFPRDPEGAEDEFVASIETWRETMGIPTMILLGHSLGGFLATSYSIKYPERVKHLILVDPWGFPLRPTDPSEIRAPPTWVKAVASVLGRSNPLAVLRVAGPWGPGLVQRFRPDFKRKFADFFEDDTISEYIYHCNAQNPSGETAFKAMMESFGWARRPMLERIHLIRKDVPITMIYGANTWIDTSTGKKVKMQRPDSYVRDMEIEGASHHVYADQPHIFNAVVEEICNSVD
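Assay system: Wild-type mouse ABHD4 protein | Medium: HEPES pH 7.0 buffer, 150 mM NaCl, 0.01% Pluronic F-127 | Incubation: Enzyme–compound pre-incubation 45 min, then probe 60 min, both 25 °C | Technique: Fluorescence polarization with parallel and perpendicular emission, 525/598 nm | Evaluation: % inhibition of FP-Rh probe binding versus controls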
UHRF1 binding = human UHRF1 methylated DNA binding inhibitors | 370,000 compounds, 0.75% hits | inhibition, % at 4.4 µM | Q96T88 | UHRF1 binding to methylated oligo, TR-FRET; in the data active means inhibition above about 21%;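 further: UHRF1 SRA domain binding a hemimethylated CpG hairpin DNA probe; 0% = median of test compound wells and 100% = reference inhibitor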
Target sequence (Q96T88 whole entry, looked up, the tested form may be a part): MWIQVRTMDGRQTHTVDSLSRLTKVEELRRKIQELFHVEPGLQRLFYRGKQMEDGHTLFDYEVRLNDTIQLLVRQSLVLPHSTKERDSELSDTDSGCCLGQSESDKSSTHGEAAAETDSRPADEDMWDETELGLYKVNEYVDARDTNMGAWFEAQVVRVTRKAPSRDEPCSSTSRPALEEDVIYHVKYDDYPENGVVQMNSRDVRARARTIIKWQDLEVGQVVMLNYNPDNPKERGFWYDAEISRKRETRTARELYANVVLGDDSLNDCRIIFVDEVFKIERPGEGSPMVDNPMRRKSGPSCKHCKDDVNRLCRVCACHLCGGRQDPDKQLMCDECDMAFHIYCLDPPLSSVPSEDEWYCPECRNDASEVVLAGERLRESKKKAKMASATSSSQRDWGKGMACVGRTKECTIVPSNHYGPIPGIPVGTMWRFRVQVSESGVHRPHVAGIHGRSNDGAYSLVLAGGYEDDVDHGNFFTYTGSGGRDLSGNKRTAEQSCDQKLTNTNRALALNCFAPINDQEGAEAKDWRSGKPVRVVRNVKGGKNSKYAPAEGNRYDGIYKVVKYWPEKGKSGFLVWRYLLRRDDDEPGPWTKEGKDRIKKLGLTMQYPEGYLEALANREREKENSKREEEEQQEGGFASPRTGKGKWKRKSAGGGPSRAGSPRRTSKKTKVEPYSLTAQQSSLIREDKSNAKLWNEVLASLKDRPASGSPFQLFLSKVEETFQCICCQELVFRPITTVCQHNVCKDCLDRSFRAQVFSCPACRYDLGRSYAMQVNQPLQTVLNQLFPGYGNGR
MBD2 DNA inh = MBD2-methylated oligo binding inhibition; inhibition, % at 4.4 µM; 370,000 compounds, 0.31% hits; Q9UBB5; TR-FRET, MBD2 binding to methylated oligonucleotide; AID 686964; in the data active means inhibition above about 13%
PG9 Ab binder = PG9 antibody binding by small molecule; TR-FRET gp120-PG9 antibody binding; inhibition, % at 6.7 µM; 360,000 compounds, 0.43% hits; in the data active means inhibition above about 8.5%
TCR CD3 inh = inhibitors of human TCR-CD3 interaction; 360,000 compounds, 0.37% hits; inhibition, % at 9.4 µM; TAMRA-labeled TCR probe fluorescence, biochemical; AID 651800; in the data active means inhibition above about 19%;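 further: recombinant mutant TCR 2C K166C tagged with TAMRA read by polarization; 0% = receptor in buffer alone and 100% = receptor with positive control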
rCAG binder = r(CAG) repeat RNA binding; inhibition, % at 3 µM; 370,000 compounds, 1.3% hits; AID 651821; TO-PRO-1 dye displacement fluorescence;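 active means inhibition above the plate cutoff, the mean of all test compounds on that plate plus 3 SD, cut at about 35% in these data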;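 further: 0% = DMSO alone and 100% = 100 µM mitoxantrone as full dye displacement; higher means more dye released from RNA so lower well fluorescence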
Rev-erbA mod = Rev-erb alpha (human) modulation. P20393. Rev-erbα–FITC-DNA binding, fluorescence polarization, 90 min. activity, % at 10 µM. 370,000 compounds, 0.79% hits. AID 1259318;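 active means activity above about 14%, limit read from the data; passing the limit was not always enough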;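 further: 0% = DMSO wells with 35 nM protein and 100% = DMSO wells with 750 nM protein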
HTRA1 inh = blocks human HTRA1 serine peptidase | Q92743 | recombinant HTRA1, FP-rhodamine activity-based probe, fluorescence polarization | inhibition, % at 5.96 µM | 340,000 compounds, 0.5% hits | AID 504803; in the data active means inhibition above about 36%;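 further: 0% = enzyme with DMSO and 100% = wells lacking enzyme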
PRMT1 FP inh = blocks human protein arginine methyltransferase 1; Q99873; recombinant PRMT1, activity-based probe fluorescence polarization; inhibition, % at 2.79 µM; 370,000 compounds, 1.3% hits; AID 652257;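 active means inhibition above about 21% made by adding two undisclosed values, limit read from the data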
* marks the source's active call; other numbers are inactive results; & = joins results of further samples.

Clc1ccc(Nc2cc(-c3ccccc3)nc3ncnn23)cc1 was read as LEDGF integ inh 4, mABHD4 FP -1, UHRF1 binding -1, MBD2 DNA inh 6, PG9 Ab binder -3.3, TCR CD3 inh 6, rCAG binder 2, Rev-erbA mod 9 and PRMT1 FP inh -9.
Cc1ccc(CCN2CC(C(=O)NCCN3CCCCCC3)CC2=O)cc1 (stereo unspecified) was read as LEDGF integ inh 1, mABHD4 FP -1, UHRF1 binding -1, MBD2 DNA inh -4, PG9 Ab binder 1.1, TCR CD3 inh 3, rCAG binder -5, Rev-erbA mod -2, HTRA1 inh 7 and PRMT1 FP inh -1.
For Cc1ccc([N+](=O)[O-])cc1N=C(c1cccc(Br)c1)N1CCOCC1 the results were LEDGF integ inh 3, mABHD4 FP -17, UHRF1 binding 4, MBD2 DNA inh 7, PG9 Ab binder 2.1, TCR CD3 inh 4, rCAG binder -2, Rev-erbA mod -3, HTRA1 inh -5 and PRMT1 FP inh 4.
COc1ccccc1NC(=O)NCCN1CCN(c2cccc(Cl)c2)CC1 was read as LEDGF integ inh -1, mABHD4 FP -5, UHRF1 binding -1, MBD2 DNA inh -5, PG9 Ab binder 0.0, TCR CD3 inh -6, rCAG binder 0, Rev-erbA mod 6, HTRA1 inh 9 and PRMT1 FP inh 0.
For C=CCn1c(COc2ccc(F)cc2)nnc1SCC(=O)NC1CCS(=O)(=O)C1 (stereo unspecified) the results were LEDGF integ inh 1, mABHD4 FP 0, UHRF1 binding -3, MBD2 DNA inh -2, PG9 Ab binder 1.2, TCR CD3 inh 6, rCAG binder -2, Rev-erbA mod 0, HTRA1 inh -3 and PRMT1 FP inh -4.
For CCN(CC)S(=O)(=O)c1cccc(C(=O)OCC(=O)Nc2ccc3c(c2)c2ccccc2n3CC)c1 the results were LEDGF integ inh -4, mABHD4 FP -14, UHRF1 binding -1, MBD2 DNA inh 0, PG9 Ab binder -2.1, TCR CD3 inh -3, rCAG binder 23, Rev-erbA mod 6, HTRA1 inh -4 and PRMT1 FP inh 0.
`CCNC(=O)N1CCN(CCCC(c2ccc(F)cc2)c2ccc(F)cc2)CC1` gave LEDGF integ inh -1, mABHD4 FP 2, UHRF1 binding 0, MBD2 DNA inh 2, PG9 Ab binder -0.6, TCR CD3 inh 1, rCAG binder -3, Rev-erbA mod -2, HTRA1 inh -1 and PRMT1 FP inh 2.
Screening CC1CN(Cc2nnc(-c3ccccc3)o2)CC(C)O1 (stereo unspecified) returned LEDGF integ inh -1, mABHD4 FP 0, UHRF1 binding -4, MBD2 DNA inh -4, PG9 Ab binder -1.7, TCR CD3 inh 0, rCAG binder 1, Rev-erbA mod 0, HTRA1 inh 6 and PRMT1 FP inh -3.
CCOc1ccc(C(=O)NCc2ccc3c(c2)OCO3)cc1OCC was read as LEDGF integ inh 5, mABHD4 FP 4, UHRF1 binding 1, MBD2 DNA inh 1, PG9 Ab binder 0.1, TCR CD3 inh 3, rCAG binder 2, Rev-erbA mod 4, HTRA1 inh -1 and PRMT1 FP inh -4.
COC(=O)c1[nH]c2cc(OC)ccc2c1NC(=O)CCN1CCN(c2cccc(C)c2C)CC1 was read as LEDGF integ inh -1, mABHD4 FP 8, UHRF1 binding -4, MBD2 DNA inh 3, PG9 Ab binder -2.0, TCR CD3 inh 0, rCAG binder -1, Rev-erbA mod -2, HTRA1 inh -10 and PRMT1 FP inh -1.
CS(=O)(=O)Cc1cccc(C(=O)NC2CCSc3ccccc32)c1 (stereo unspecified) was read as LEDGF integ inh -1, mABHD4 FP 1, UHRF1 binding -1, MBD2 DNA inh 1, PG9 Ab binder -1.5, TCR CD3 inh -1, rCAG binder 4, Rev-erbA mod 0, HTRA1 inh 0 and PRMT1 FP inh 8.
Cc1c(NC(=O)c2ccc(F)cc2)c(=O)n(-c2ccccc2)n1C was read as LEDGF integ inh -2, mABHD4 FP 5, UHRF1 binding 0, MBD2 DNA inh -2, PG9 Ab binder 1.4, TCR CD3 inh 3, rCAG binder 1, Rev-erbA mod -1, HTRA1 inh 0 and PRMT1 FP inh -2.
`CC1=NC(C(F)(F)F)(C(F)(F)F)C(C#N)=C(C)N1` gave LEDGF integ inh 4, mABHD4 FP -6, UHRF1 binding 0, MBD2 DNA inh -1, PG9 Ab binder -0.2, TCR CD3 inh 1, rCAG binder 3, Rev-erbA mod -1, HTRA1 inh 0 and PRMT1 FP inh -4.
`COc1ccc(Oc2nc(Oc3ccc(OC)cc3)nc(Oc3ccc(OC)cc3)n2)cc1` gave LEDGF integ inh -4, mABHD4 FP 2, UHRF1 binding -1, MBD2 DNA inh -1, PG9 Ab binder -0.2, TCR CD3 inh 8, rCAG binder 2, Rev-erbA mod 2, HTRA1 inh -6 and PRMT1 FP inh -3.
For CCN(Cc1ccccc1)C(=O)COC(=O)c1c(C)nsc1NC the results were LEDGF integ inh 1, mABHD4 FP 0, UHRF1 binding 0, MBD2 DNA inh -1, PG9 Ab binder -2.2, TCR CD3 inh 1, rCAG binder -1, Rev-erbA mod 3, HTRA1 inh -6 and PRMT1 FP inh 2.
NC(=O)c1cc([N+](=O)[O-])ccc1NCc1cccnc1 was read as LEDGF integ inh 0, mABHD4 FP -5, UHRF1 binding -2, MBD2 DNA inh 0, PG9 Ab binder 0.8, TCR CD3 inh 1, rCAG binder 4, Rev-erbA mod -2, HTRA1 inh 5 and PRMT1 FP inh -2.
Screening CCOC(=O)N1CCN(c2c(N3CCN(c4cccc(C)c4C)CC3)c(=O)c2=O)CC1 returned LEDGF integ inh -2, mABHD4 FP 5, UHRF1 binding 1, MBD2 DNA inh 0, PG9 Ab binder -1.6, TCR CD3 inh -3, rCAG binder 0, Rev-erbA mod 0, HTRA1 inh -4 and PRMT1 FP inh 4.
For CC(C)Cn1c(=O)c2ccccc2n2c(CCC(=O)NCC3CCCO3)nnc12 (stereo unspecified) the results were LEDGF integ inh 3, mABHD4 FP -6, UHRF1 binding -3, MBD2 DNA inh 2, PG9 Ab binder -1.4, TCR CD3 inh 3, rCAG binder -2, Rev-erbA mod -10, HTRA1 inh -1 and PRMT1 FP inh -2.
`COc1cc(/C=C(\C#N)C(=O)Nc2ccc3c(c2)OCCO3)ccc1O` gave LEDGF integ inh -1, mABHD4 FP 4, UHRF1 binding -1, MBD2 DNA inh -4, PG9 Ab binder -5.3, TCR CD3 inh 6, rCAG binder 8, Rev-erbA mod 7, HTRA1 inh 1 and PRMT1 FP inh -5.
COc1ccc(-c2csc(C(C)(O)c3ccccc3)n2)cn1 (stereo unspecified) was read as LEDGF integ inh -1, mABHD4 FP -11, UHRF1 binding 3, MBD2 DNA inh 6, PG9 Ab binder 0.9, TCR CD3 inh -7, rCAG binder 1, Rev-erbA mod -6 and PRMT1 FP inh 4.
CC(=O)c1cccc(-c2ccnc3c2CC(C(=O)Nc2ccc(C(C)C)cc2)O3)c1 (stereo unspecified) was read as LEDGF integ inh 1, mABHD4 FP -4, UHRF1 binding -1, MBD2 DNA inh 2, PG9 Ab binder 1.1, TCR CD3 inh 10, rCAG binder 2, Rev-erbA mod -6 and PRMT1 FP inh -3.
For C/C(=N\NC(=O)c1nnn(-c2nonc2N)c1-c1ccc2c(c1)OCO2)c1ccc(F)cc1 the results were LEDGF integ inh -4, mABHD4 FP -11, UHRF1 binding 2, MBD2 DNA inh 5, PG9 Ab binder 0.3, TCR CD3 inh -5, rCAG binder 5, Rev-erbA mod -1, HTRA1 inh -10 and PRMT1 FP inh 10.
For COc1cccc(NC(=O)c2cccc(OC)c2OC)c1 the results were LEDGF integ inh -1, mABHD4 FP -6, UHRF1 binding 2, MBD2 DNA inh 7, PG9 Ab binder 2.9, TCR CD3 inh -3, rCAG binder -2, Rev-erbA mod -6, HTRA1 inh 22 and PRMT1 FP inh 4.
COc1ccc(CN2C(=O)c3cccnc3C2Nc2cc(Cl)ccc2OC)cc1 (stereo unspecified) was read as LEDGF integ inh 15*, mABHD4 FP 9, UHRF1 binding 0, MBD2 DNA inh -8, PG9 Ab binder -1.8, TCR CD3 inh 3, rCAG binder 2, Rev-erbA mod -4, HTRA1 inh -5 and PRMT1 FP inh 5.
Cc1cc(C)n(-c2nnc(C)c(=O)[nH]2)n1 was read as LEDGF integ inh -2, mABHD4 FP 3, UHRF1 binding 0, MBD2 DNA inh -5, PG9 Ab binder 0.4, TCR CD3 inh -2, rCAG binder -2, Rev-erbA mod -4, HTRA1 inh 5 and PRMT1 FP inh -2.
C[C@H](CO)N1C[C@H](C)[C@@H](CN(C)S(=O)(=O)c2ccccc2)Oc2c(cccc2N(C)C)C1=O was read as LEDGF integ inh 0, mABHD4 FP 6, UHRF1 binding -2, MBD2 DNA inh -2, PG9 Ab binder -1.1, TCR CD3 inh 7, rCAG binder -10, Rev-erbA mod 1, HTRA1 inh -4 and PRMT1 FP inh 2.
`O=C(O)CC1(CC(=O)NCc2csc(-c3cccs3)n2)CCCCC1` gave LEDGF integ inh -2, mABHD4 FP 0, UHRF1 binding -1, MBD2 DNA inh 1, PG9 Ab binder 2.0, TCR CD3 inh -4, rCAG binder -1, Rev-erbA mod 6, HTRA1 inh 10 and PRMT1 FP inh -5.
Screening c1ccc2sc(SN3CCOCC3)nc2c1 returned LEDGF integ inh 0, mABHD4 FP 7, UHRF1 binding 0, MBD2 DNA inh -2, PG9 Ab binder 0.9, TCR CD3 inh 8, rCAG binder 2, Rev-erbA mod 6&-1, HTRA1 inh 0 and PRMT1 FP inh 6.
For CC1=CC(C)(C)N2C(=O)C3(C(C#N)=C(N)Oc4cc(C)oc(=O)c43)c3cccc1c32 (stereo unspecified) the results were LEDGF integ inh 1, mABHD4 FP 3, UHRF1 binding -1, MBD2 DNA inh 0, PG9 Ab binder -0.1, TCR CD3 inh -7, rCAG binder -6, Rev-erbA mod -3, HTRA1 inh 0 and PRMT1 FP inh -2.
`CCc1nc(SCC(=O)NCc2ccc(F)cc2)c2c(=O)n(C)c(=O)n(C)c2n1` gave LEDGF integ inh -3, mABHD4 FP -5, UHRF1 binding 0, MBD2 DNA inh -2, PG9 Ab binder -0.3, TCR CD3 inh -3, rCAG binder 1, Rev-erbA mod 9, HTRA1 inh -3 and PRMT1 FP inh -2.
For CCOc1ccc(S(=O)(=O)N(CC)CC(=O)NCc2ccncc2)cc1 the results were LEDGF integ inh -2, mABHD4 FP 2, UHRF1 binding -3, MBD2 DNA inh 0, PG9 Ab binder 0.5, TCR CD3 inh 3, rCAG binder -1, Rev-erbA mod 0, HTRA1 inh -10 and PRMT1 FP inh -3.
For c1ccc(-n2nnnc2Cc2nnnn2-c2ccccc2)cc1 the results were LEDGF integ inh 1, mABHD4 FP -3, UHRF1 binding -1, MBD2 DNA inh -4, PG9 Ab binder -0.3, TCR CD3 inh 2, rCAG binder -2, Rev-erbA mod -6, HTRA1 inh 2 and PRMT1 FP inh -3.

Pulled one by one from the entries so far (two):
C[C@H](CO)N1C[C@H](C)[C@@H](CN(C)S(=O)(=O)c2ccccc2)Oc2c(cccc2N(C)C)C1=O was read as LEDGF integ inh 0, mABHD4 FP 6, UHRF1 binding -2, MBD2 DNA inh -2, PG9 Ab binder -1.1, TCR CD3 inh 7, rCAG binder -10, Rev-erbA mod 1, HTRA1 inh -4 and PRMT1 FP inh 2.
For CCOc1ccc(S(=O)(=O)N(CC)CC(=O)NCc2ccncc2)cc1 the results were LEDGF integ inh -2, mABHD4 FP 2, UHRF1 binding -3, MBD2 DNA inh 0, PG9 Ab binder 0.5, TCR CD3 inh 3, rCAG binder -1, Rev-erbA mod 0, HTRA1 inh -10 and PRMT1 FP inh -3.

These rows are one share of the data; count on the stated rates, not on these rows.
